HCMV antiviral = qHTS Assay for inhibitors of the human cytomegalovirus (HCMV); HFF cells, HCMV-luciferase reporter, 72 h; stronger effect = lower value; activity change, negative = inhibition, % at 57.5 µM; actives 4.5% (n = 410,000); in the data active = activity change below about -60%; inconclusive = no clear call, values can overlap the other calls; inactive = above about -39%
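Two-dose cell screen: HFF monolayers treated with compounds and infected with luciferase-expressing HCMV at 1 PFU/cell, 72 h at 37C, then lysed for luciferase measurement.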
HCV inh = qHTS Assay for Inhibitors of Hepatitis C Virus (HCV); Potency, µM (series often up to 41.8 µM), without a hit: at the highest dose activity change, negative = inhibition, usual class: inhibitors; Huh7.5.1 HCVcc-Cre infection, luciferase reporter, 44 h; actives 3.4% (n = 340,000); also: potency is read from the fitted curve at half-maximal effect
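After 44 h co-culture of compound, cells and HCVcc-Cre (~0.5 moi), substrate is added for 15 min at room temperature and luciferase measured over 15 sec. Cells were seeded at 1,000/well and pre-cultured 4 h.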
Sm TGR block = qHTS Assay for the Inhibitors of Schistosoma Mansoni Peroxiredoxins; purified TGR, DTNB reduction, TNB absorbance 405 nm; Potency, µM (top dose mostly 114 µM), for the others: top-dose activity change, negative = inhibition, usual class: inhibitors; actives 3% (n = 360,000); AID 485364, 2010; also: potency is read from the fitted curve at half-maximal effect; nearly all actives have a fitted effect of over 60% in size
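Kinetic colorimetric format: TGR-catalysed, NADPH-driven DTNB reduction monitored via TNB absorbance. Enzyme dispensed at 20 nM; compound exposure 15 min at room temperature before reaction start.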
AmpC inh detg = qHTS Inhibitors of AmpC Beta-Lactamase (assay with detergent); Potency, µM (series often up to 114 µM), for inactives: top-dose activity change, negative = inhibition, hits mostly inhibitors; P00811; AID 485294, 2010; actives 0.041% (n = 370,000); AmpC hydrolysis of nitrocefin, absorbance 480 nm, 0.01% Triton;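 also: potency is read from the fitted curve at half-maximal effect; 0% = no-compound wells and -100% = no-enzyme wells; nearly all actives have a fitted effect of over 25% in size; some results filed as inactive show a strong effect at the top dose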
Target sequence (P00811 whole entry, looked up): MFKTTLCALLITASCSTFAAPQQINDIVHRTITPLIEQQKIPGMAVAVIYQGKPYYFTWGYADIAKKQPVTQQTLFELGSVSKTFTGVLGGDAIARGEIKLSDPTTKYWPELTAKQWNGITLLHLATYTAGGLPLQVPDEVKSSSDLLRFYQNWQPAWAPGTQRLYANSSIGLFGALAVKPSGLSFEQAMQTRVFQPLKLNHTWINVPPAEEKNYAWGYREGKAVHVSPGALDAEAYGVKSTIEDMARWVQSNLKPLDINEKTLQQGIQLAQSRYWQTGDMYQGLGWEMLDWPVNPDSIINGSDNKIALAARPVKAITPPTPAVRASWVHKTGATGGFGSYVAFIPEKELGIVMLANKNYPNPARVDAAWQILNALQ
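AmpC (5.3 nM in the dispensed reagent) in 20 mM phosphate pH 7.0 with 0.01% (detergent screen) or 0.0001% Triton X-100 was preincubated with compounds for 15 min at room temperature. Nitrocefin was then added from an 800 uM solution, and hydrolysis was followed at 480 nm.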
AMA1-RON2 inh = qHTS for Inhibitors of AMA1-RON; Towards Development of Antimalarial Drug Lead: Primary Screen. Plasmodium falciparum AMA1 (3D7) - RON2 peptide interaction. AlphaScreen AMA1-biotinylated RON2 peptide binding. Potency, µM (highest dose often 58.2 µM), for the others: top-dose activity change, negative = inhibition, actives largely listed as inhibitors. actives 0.2% (n = 360,000);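 also: potency is read from the fitted curve at half-maximal effect; 0% = vehicle wells and -100% = peptide control; nearly all actives have a fitted effect of over 45% in size; some results filed as inactive show a strong effect at the top dose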
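AMA1 (3D7) with his tag at 25 nM final met compounds first, then biotinylated RON2 peptide at 25 nM; detection used donor plus acceptor beads, 10 µg/mL apiece, read by AlphaScreen after 30 min at room temperature.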
Giardia FBPA inh = qHTS Assay for Inhibitors of Fructose-1,6-bisphosphate Aldolase from Giardia Lamblia | A8B2U2 | purified Giardia FBPA | Potency, µM (titrated, usually from 59.6 µM), for the others: at the top dose activity, negative = inhibition, usual class: inhibitors | actives 0.71% (n = 290,000); also: potency is read from the fitted curve at half-maximal effect; nearly all actives have a fitted effect of over 55% in size
Target sequence (A8B2U2 whole entry, looked up): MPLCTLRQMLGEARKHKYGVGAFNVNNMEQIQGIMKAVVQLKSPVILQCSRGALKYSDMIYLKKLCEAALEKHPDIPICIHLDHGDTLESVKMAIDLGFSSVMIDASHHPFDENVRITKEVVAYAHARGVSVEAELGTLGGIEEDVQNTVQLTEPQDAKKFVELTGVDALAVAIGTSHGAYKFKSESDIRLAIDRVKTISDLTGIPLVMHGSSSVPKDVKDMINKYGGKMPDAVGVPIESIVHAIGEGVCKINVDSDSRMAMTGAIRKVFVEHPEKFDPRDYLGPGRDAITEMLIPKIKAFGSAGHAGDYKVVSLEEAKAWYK
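40 nM FBPA preincubated 10 min at RT with compound (up to 57.5 uM final), then substrate plus GAPDH/TPI/NAD/arsenate coupling and diaphorase/resazurin added. Fluorescence read after 20 min at RT, 525/598 nm.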
Active calls of the source: *; u = inconclusive; x = not tested or not shown; [ ] = dose if it differs, or a comment. Unless noted, calls follow the shape of the dose curve; as a rule, active = well fitted curve in the direction sought with a large enough effect; inconclusive = small, poorly fitted or top-dose-only effect, or another doubt; inactive = no such curve, though single readings can be large; an effect the other way counts as inactive or inconclusive. Unless noted, % is scaled to controls: 0 for no effect and ±100 for the full control effect.

SMILES | HCMV antiviral | HCV inh | Sm TGR block | AmpC inh detg | AMA1-RON2 inh | Giardia FBPA inh
Cc1cccc(NC(=O)c2ccc(N3C(=O)C4C5C=CC(C6CC56)C4C3=O)cc2)c1 (stereo unspecified) | 36 | u | 0% | -8% | -9% | 2%
CN1CCN(C(=O)c2ccc(NS(=O)(=O)c3cccc([N+](=O)[O-])c3)cc2)CC1 | -24 | 9% | 2% | -8% | 3% | x
O=C(COC(=O)Cn1cnc2ccccc21)NCCC1=CCCCC1 | 39 | -5% | 0% | u | -13% | -7%
CCOC(=O)c1ccc(N2C(=O)c3n[nH]c(C)c3C2c2ccc(O)cc2)cc1 (stereo unspecified) | 37 | -7% | 35µM* | -11% | -11% | 9%
COc1cc(/C=C/C(=O)Nc2cccnc2)cc(OC)c1OC | 54 | u | 1% | 4% | 4% | -5%
O=S(=O)(O)c1cccc2cccc(Nc3ccccc3)c12 | -27 | 8% | x | x | -7% | x
CCOc1ccc(C(C(=O)NCC2CCCO2)N(Cc2cccc(OC)c2)C(=O)c2snc(C(N)=O)c2N)cc1 (stereo unspecified) | 15 | -20% | 0% | 3% | -22% | -7%
CCOC(=O)C1=C(C)N=c2s/c(=C\c3ccc(OCC(=O)O)c(OC)c3)c(=O)n2C1c1ccc(OC)cc1 (stereo unspecified) | -30 | 6% | -10% | -3% | -11% | 0%
CC(O)[C@@H](C(=O)N1CCNCC1)n1cc(CCCCN)nn1 (stereo partly specified) | 40 | u | -14% | 0% | 0% | -10%
COc1ccc(C(=O)N2CCN(S(=O)(=O)c3ccc(C)cc3C)CC2)cc1S(=O)(=O)N1CCOCC1 | -5 | -14% | x | x | -8% | x
CC(C)C(OC(=O)c1ccco1)C(=O)NCc1ccco1 (stereo unspecified) | -1 | 19% | u | 3% | -8% | -2%
COc1ccc(CNC(=O)CN2CCN(c3cccc(C)c3C)CC2)cc1 | 16 | 3.2µM* | -23% | -9% | -2% | 3%
Cc1cccc(CS(=O)(=O)CC2Nc3ccc(C(=O)NCc4ccccc4Cl)cc3NC2=O)c1 (stereo unspecified) | -33 | x | -12% | 3% | x | x
COc1ccc(/C=C/C(=O)c2cccc(-n3cnnn3)c2)cc1O | 23 | u | -17% | -4% | -23% | -18%
O=C(c1cccc(N2C(=O)C3C4C=CC(C4)C3C2=O)c1)N1CCN(c2ccccc2)CC1 (stereo unspecified) | 60 | 11% | -1% | 7% | -3% | 2%
CC1CC(C)(O)CC(C(O)CC2CC(=O)NC(=O)C2)C1=O (stereo unspecified) | -75* | u | x | x | 4% | x
O=C(Cn1c(=O)oc2ccccc21)Nc1ccccc1N1CCOCC1 | -19 | 6% | 4% | -4% | 1% | 2%
CCOC(=O)c1c(NC(=O)COC(=O)c2ccccc2NC)sc(C(=O)N(C)C)c1C | -12 | 13µM* | -5% | u | 29% | x
Cc1cc2ccccc2c(=O)n1CC(=O)N1CCN(c2cccc(Cl)c2)CC1 | -13 | 7% | 24% | -1% | -1% | 2%
COC(=O)c1cc2oc(C)cc2n1CC(=O)Nc1ccc(C)cc1C | -20 | x | -4% | -3% | x | x
Cc1cnc(NC(=O)c2ccc3c(c2)C(=O)N(Cc2cccnc2)C3=O)s1 | 21 | 21% | 0% | u | 56%[activator] | -8%
COc1ccc(-c2nn(-c3ccccc3)cc2C(=O)N(C)C)cc1 | 9 | -17% | 0% | -7% | -4% | 8%
O=C(NCc1ccco1)c1ccccc1NC(=O)C1CC(=O)N(c2ccc(Cl)cc2)C1 (stereo unspecified) | 40 | -20% | -32% | -12% | 0% | 0%
COc1cccc(OCc2nn3c(=O)c(-c4ccccc4)nnc3s2)c1 | -32 | 20% | 8% | 7% | 9% | 2%
CC1(N2CCOCC2)C(=O)c2ccccc2C1=O | -34 | 10% | -3% | -5% | 2% | -6%
O=C(Oc1cccc(C(=S)N2CCOCC2)c1)c1ccc([N+](=O)[O-])cc1 | -36 | -8% | -2% | -3% | -14% | -3%
Cc1cnc(C(=O)OCC(=O)c2ccccc2)cn1 | -25 | 1% | -1% | -17% | -7% | x
Cn1cc(C(C[N+](=O)[O-])c2ccccc2)c2ccccc21 (stereo unspecified) | 9 | u | -31% | 0% | -10% | 18%
O=C(CSc1nnc(NC(=O)c2ccco2)s1)Nc1ccc(F)cc1 | 28 | 4% | 1% | 5% | 0% | 8%
Cc1ccc(/C=C2\C(=O)NC(=S)N(c3ccccc3F)C2=O)s1 | -101* | u | 7.9µM* | 1% | 14% | -10%
COc1cc(OC)c2c(C)cc(=O)oc2c1C(CCN1CCOCC1)c1ccc(N(C)C)cc1 (stereo unspecified) | -25 | u | u | 6% | -24% | -15%
Cc1ccccc1CSc1nsc(N)n1 | x | 17% | -17% | -1% | -3% | -11%
NC(=S)N/N=C/c1c[nH]c2ccccc12 | 37 | u | 0% | -6% | 87%[activator] | u
N#Cc1cc([N+](=O)[O-])ccc1NC(=O)COC(=O)CC1CCCC1 | x | 14% | 11% | -7% | 14% | -3%
Cc1noc(C)c1CSc1nnc(-c2ccccc2)n1Cc1ccco1 | 61 | 33%[activator] | u | -14% | -9% | 6%
CCOc1cc(S(=O)(=O)N2CCC(c3nc4ccccc4s3)CC2)c(OCC)cc1S(=O)(=O)N1CCCCC1 | -12 | -19% | 4% | -1% | -1% | -4%
COc1ccc(C(=O)NNC(=O)c2ccc(S(=O)(=O)N3CCCCC3)cc2)cc1 | -14 | -3% | -13% | 3% | 8% | 5%
CCOC(=O)c1cc(-c2ccc(F)cc2)n(CCC(=O)Nc2cc(OC)cc(OC)c2)c1C | 0 | x | 10% | -5% | x | x
COc1ccccc1CCNC(=O)c1cc(-c2ccncc2)nc2ccc(Br)cc12 | -66* | 0.89µM* | x | -3% | -5% | -1%
CC1(C)C(=O)OC(/C=C/c2cccc([N+](=O)[O-])c2)C(C)(C)C1=O (stereo unspecified) | 5 | 5% | -5% | -5% | 10% | 1%
C[C@@H]1COC(=O)[C@H](Cc2ccc(F)cc2)CC/C=C/C[C@@H](CC(=O)N[C@H](CO)Cc2ccccc2)C(=O)N1 | -24 | -7% | x | x | -15% | x
O=C(Cc1n[nH]c(=O)[nH]c1=O)N/N=C/c1ccccc1O | -4 | -17% | 3% | 2% | 42%[activator] | u
COc1cc(C=O)ccc1OC(=O)Nc1ccccc1 | 50 | 18% | x | x | -17% | x
O=C1C(Cl)=C(NC2CCCCC2)C(=O)N1Cc1ccccc1 | -10 | -12% | 1% | -1% | 93%[activator] | 9%
CCCC(c1nnnn1CC1CCCO1)N1CCN(c2nc3ccccc3s2)CC1 (stereo unspecified) | 22 | -4% | -18% | 1% | -5% | 3%
CCCNC(=O)NC(=O)COC(=O)c1ccc(OC)c(S(=O)(=O)N2CCCc3ccccc32)c1 | 112 | 14% | 39%[activator][11.4 µM] | -9% | -5% | -3%
COc1ccc(/C=C/C(=O)OC2CCCN(C)C2)cc1 (stereo unspecified) | 44 | 9% | -4% | 0% | -4% | -4%
O=C(/C(Br)=C/Nc1cc(Cl)ccc1Cl)C(F)(F)F | 43 | 9% | 22µM* | -10% | -3% | -10%
CCN1C(C)=CC(=O)[C@@H](O)[C@H]1c1ccccc1Br | 11 | 11% | x | x | 7% | x
CCc1cccc(CC)c1N(COC)C(=O)Cn1c(C)nc2ccccc21 | -65* | x | 0% | -3% | x | x
OCCC1CN(Cc2nc(-c3ccccc3)cs2)CCN1Cc1ccc(F)cc1 (stereo unspecified) | 4 | u | -23% | -11% | -7% | -9%
CCOC(=O)c1cccc(NC(=O)c2cnc(N3CCCCC3)c3ccccc23)c1 | -20 | x | 2% | -6% | x | x
CSc1ncccc1C(=O)OCC(=O)NC1CCCc2ccccc21 (stereo unspecified) | 41 | u | x | x | 1% | x
O=C(Nc1ccccn1)c1csc2c1CCCC2 | 9 | -15% | x | -10% | -15% | -4%
CC(C)N(CCCNC(=O)c1nn(C)c2c1CS(=O)(=O)c1ccccc1-2)Cc1ccccc1 | 3 | 9% | 2% | -8% | 10% | x
CC(Sc1nc2ccccc2c(=O)n1C)C(=O)Nc1ccc2c(c1)OCCO2 (stereo unspecified) | -80* | 10µM* | -5% | u | -2% | x
O=C(NCCc1ccccc1)c1nc2c(nnn2Cc2ccccc2Cl)c(=O)[nH]1 | -15 | -2% | 1% | -3% | 53%[activator] | 4%
COCCn1c(=S)[nH]c2sc3c(c2c1=O)CCCC3 | 0 | 12% | -12% | -3% | 97%[activator] | 3%
O=C(CCc1nnc2ccc(N3CCCC3)nn12)Nc1ccc(F)c(F)c1 | -2 | 7% | -5% | u | -5% | 14%
CCCCCSc1nc(C)c(CC(=O)O)c(=O)[nH]1 | -5 | -8% | 2% | 0% | 16% | 1%

(more compounds)
SMILES | HCMV antiviral | HCV inh | Sm TGR block | AmpC inh detg | AMA1-RON2 inh | Giardia FBPA inh
c1cnc2c(OCc3nc4ccccc4[nH]3)cccc2c1 | 236 | -9% | -5% | u | -6% | u
O=C(/C=C/c1ccc(S(=O)(=O)N2CCOCC2)cc1)NCc1ccccc1Cl | u | u | -14% | -21% | -1% | -4%
O=C(CCNC(=O)c1ccc(Br)o1)NCc1ccccn1 | 45 | 13% | -34% | 5% | 75%[activator] | u
CCCc1n[nH]c2c1/C(=N/O)CC(c1ccccc1)C2 (stereo unspecified) | -34 | -19% | 17% | 0% | -3% | 3%
COc1cccc(NC(=O)CSc2nc3ccccc3c(=O)n2CCCC(=O)NCCCN2CCOCC2)c1 | u | -8% | 3% | 2% | 22% | 5%

Another view of part of the listing above.
| Compound | HCMV antiviral | HCV inh | Sm TGR block | AmpC inh detg | AMA1-RON2 inh | Giardia FBPA inh |
| --- | --- | --- | --- | --- | --- | --- |
| O=C(NCCc1ccccc1)c1nc2c(nnn2Cc2ccccc2Cl)c(=O)[nH]1 | -15 | -2% | 1% | -3% | 53%[activator] | 4% |
| COCCn1c(=S)[nH]c2sc3c(c2c1=O)CCCC3 | 0 | 12% | -12% | -3% | 97%[activator] | 3% |
| O=C(CCc1nnc2ccc(N3CCCC3)nn12)Nc1ccc(F)c(F)c1 | -2 | 7% | -5% | u | -5% | 14% |
| CCCCCSc1nc(C)c(CC(=O)O)c(=O)[nH]1 | -5 | -8% | 2% | 0% | 16% | 1% |
| c1cnc2c(OCc3nc4ccccc4[nH]3)cccc2c1 | 236 | -9% | -5% | u | -6% | u |
| O=C(/C=C/c1ccc(S(=O)(=O)N2CCOCC2)cc1)NCc1ccccc1Cl | u | u | -14% | -21% | -1% | -4% |
| O=C(CCNC(=O)c1ccc(Br)o1)NCc1ccccn1 | 45 | 13% | -34% | 5% | 75%[activator] | u |
| CCCc1n[nH]c2c1/C(=N/O)CC(c1ccccc1)C2 (stereo unspecified) | -34 | -19% | 17% | 0% | -3% | 3% |
| COc1cccc(NC(=O)CSc2nc3ccccc3c(=O)n2CCCC(=O)NCCCN2CCOCC2)c1 | u | -8% | 3% | 2% | 22% | 5% |

Source: PubChem BioAssay
